B2AR arrestin = recruits beta-arrestin to the human beta2-adrenergic receptor; beta-arrestin recruitment to beta2AR, cell-based reporter; Potency, µM (series often up to 46.1 µM), without a hit: at the top dose activation, usual class: activators; actives 0.02% (n = 330,000);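 note: potency is the fitted concentration of half-maximal effect; 0% = DMSO controls and full agonism = EC100 isoproterenol or metaproterenol; nearly all actives have a fitted effect of over 65% in size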
Target sequence (P07550 whole entry, looked up): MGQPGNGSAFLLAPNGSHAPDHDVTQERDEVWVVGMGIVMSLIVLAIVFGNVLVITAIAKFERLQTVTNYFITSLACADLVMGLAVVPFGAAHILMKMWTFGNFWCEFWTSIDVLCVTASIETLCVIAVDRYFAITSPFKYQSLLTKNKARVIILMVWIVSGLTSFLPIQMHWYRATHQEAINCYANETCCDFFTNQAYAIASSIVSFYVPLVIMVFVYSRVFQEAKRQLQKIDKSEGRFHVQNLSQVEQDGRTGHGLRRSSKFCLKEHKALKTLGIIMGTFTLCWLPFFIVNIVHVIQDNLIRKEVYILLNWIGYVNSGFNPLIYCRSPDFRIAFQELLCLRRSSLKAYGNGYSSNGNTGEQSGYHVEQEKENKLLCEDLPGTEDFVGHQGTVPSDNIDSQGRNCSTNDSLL
Integrin act MD = integrin-mediated muscular dystrophy alleviation activation. actives 0.064% (n = 350,000). Potency, µM (highest dose often 38.3 µM), for inactives: top-dose activation, most hits filed as activators. AID 624291. alpha7betagal myoblasts, beta-gal FDG fluorescence, 48 h;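 note: potency is the fitted concentration of half-maximal effect; 100% = response of the positive control SU9516; nearly all actives have a fitted effect of over 60% in size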
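alpha7betagal+/- myoblasts (passage 13, 250/well) treated 48 h at 37C with compounds at 1:260 dilution of DMSO stock. Lysed, then beta-galactosidase activity read as FDG fluorescence (ex 480/em 540) after 30 min, with pre-read for autofluorescence.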
MLL CXXC-DNA inh = MLL CXXC-DNA interaction inhibition; Q03164; MLL-CXXC / FITC-HOXA9 DNA fluorescence polarization; Potency, µM (titrated, usually from 115 µM), without a hit: top-dose activity change, negative = inhibition, most hits filed as inhibitors; actives 0.037% (n = 290,000); AID 2662; active = well fitted inhibition curve with a large enough effect in the polarisation, with a control signal flat, not every such curve was filed as active; inconclusive = small, poorly fitted or top-dose-only effect, or effect the other way, or a change in a side signal; inactive = no such curve, though single readings can be large or run the other way; the % refers to the polarisation; note: potency is the fitted concentration of half-maximal effect
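Purified MLL-CXXC (added from a 7 uM solution) was preincubated 5 min at ambient with pinned compounds in 50 mM Tris-HCl pH 7.5, 50 mM NaCl, 1 mM DTT, 0.05% BSA. Fluorescein-labeled HOX-A9 DNA (50 nM solution) followed, 30 min, then polarization read.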
TCR act = T cell receptor activation | AID 504894 | 330,000 tested, under 10 active | primary human leukocytes, anti-CD3, IL-2 HTRF, 48 h | Potency, µM (doses to about 9.22 µM), inactives show at the highest dose activation of IL-2 secretion, actives largely listed as activators; note: % of control where 0% means no effect
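HTRF read-out of IL-2 secretion: europium cryptate donor excited at 320nm, d2 acceptor emission at 665nm. Cells were primary human leukocytes incubated 48 hr with compounds and a-CD3 beads, supplying TCR signal only.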
ELG1 DNA repair = ELG1-dependent DNA repair inhibition; Potency, µM (doses to about 46.1 µM), for the others: at the top dose activity change, negative = inhibition, actives largely listed as inhibitors; actives 2.3% (n = 330,000); AID 504467; HEK293T ELG1-luciferase reporter, luminescence, 16 h; DNA damage induced by 5-fluorouridine; note: potency is the fitted concentration of half-maximal effect; % is set by controls: 0 for no effect and ±100 for the full control effect; nearly all actives have a fitted effect of over 55% in size
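Overnight (16 hr) co-exposure of 2,000 cells/well to 5-fluorouridine and compound at 37 °C preceded detection. Luciferase was quantified via ONE-Glo luminescence; loss of signal denotes inhibition.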
BRCA1 expr up = activators of BRCA1 expression; MCF7-BRCA1-FFLuc reporter, luminescence, 48 h; response scale: scaled: vehicle 0%, 10 µM genistein 100%; Potency, µM (titrated, usually from 46.1 µM), inactives show top-dose activation, hits mostly activators; actives 1.1% (n = 380,000); AID 624202; note: potency is the fitted concentration of half-maximal effect; nearly all actives have a fitted effect of over 80% in size; some results filed as inactive show a strong effect at the top dose
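MCF7-BRCA1-FFLuc cells, 2000/well in phenol-red-free MEM, attached 2 h then treated 48 h at 37 C. Luciferase luminescence read 15 min after reagent; normalized to genistein maximum activation (10microM) and DMSO, concentration-response fitted.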
p53 reactivation = restores transcriptional activity of mutant p53; Potency, µM (highest dose often 92.2 µM), for the others: at the top dose activity change, positive = activation, usual class: activators; H1299 p53-A138V BP100-luciferase reporter, luminescence, 24 h; actives 0.063% (n = 320,000); note: potency is the fitted concentration of half-maximal effect; % of control where 0% means no effect; nearly all actives have a fitted effect of over 45% in size
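p53-null H1299 cells stably carrying temperature-sensitive p53-A138V and a BP100-luciferase reporter were pinned with compounds (4-point, 1:5 series) and held 24 hrs at 37 deg C. Luminescence was read 10 min after detection reagent.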
TRPV1 ag = agonists of human vanilloid receptor 1 (TRPV1); TRPV1-expressing cells, Fluo-8 calcium influx, agonist mode; activation, % at 8.33 µM; actives 0.19% (n = 320,000); AID 540275; in the data active = activation above about 80%; inconclusive = between about 30% and that limit; note: 0% is about no effect
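TRPV1-expressing cells were cultured overnight at 35.5C and loaded with Fluo-8 calcium dye for 40 to 90 min at room temperature. After a 10 s baseline, compound was added and calcium influx was read kinetically for 3 min (ex 480/em 520 nm).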
AT treatment = candidate therapy for ataxia-telangiectasia | AID 485349 | Potency, µM (top dose mostly 57.5 µM), for inactives: at the highest dose activation, most hits filed as activators | […] A-T fibroblasts, KAP-1 phosphorylation AlphaLISA; neocarzinostatin DNA damage 30 min before lysis | actives 0.19% (n = 320,000); note: potency is the fitted concentration of half-maximal effect; % of control where 0% means no effect; nearly all actives have a fitted effect of over 45% in size
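ATM-like activity read as KAP-1 phosphorylation via AlphaLISA donor/acceptor antibody pairs after lysis and 6 hr at 25C. Cells were ATM-null patient fibroblasts ([…], hTERT), dosed 60 min, then exposed to the DSB inducer NCS for 30 min.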
TSG101-PTAP inh = blocks PTAP/TSG101 interaction to inhibit HIV-1 budding; Q99816; Potency, µM (titrated, usually from 115 µM), for the others: top-dose activity change, negative = inhibition, usual class: inhibitors; Fluorescence polarization, FITC-PTAP peptide / Tsg101 binding; 340,000 tested, under 10 active; active = well fitted inhibition curve with a large enough effect in the main read-out, with a control signal flat, not every such curve was filed as active; inconclusive = small, poorly fitted or top-dose-only effect, or effect the other way, or a change in a side signal; inactive = no such curve, though single readings can be large or run the other way; note: potency is the fitted concentration of half-maximal effect; % of control where 0% means no effect
Target sequence (Q99816 whole entry, looked up): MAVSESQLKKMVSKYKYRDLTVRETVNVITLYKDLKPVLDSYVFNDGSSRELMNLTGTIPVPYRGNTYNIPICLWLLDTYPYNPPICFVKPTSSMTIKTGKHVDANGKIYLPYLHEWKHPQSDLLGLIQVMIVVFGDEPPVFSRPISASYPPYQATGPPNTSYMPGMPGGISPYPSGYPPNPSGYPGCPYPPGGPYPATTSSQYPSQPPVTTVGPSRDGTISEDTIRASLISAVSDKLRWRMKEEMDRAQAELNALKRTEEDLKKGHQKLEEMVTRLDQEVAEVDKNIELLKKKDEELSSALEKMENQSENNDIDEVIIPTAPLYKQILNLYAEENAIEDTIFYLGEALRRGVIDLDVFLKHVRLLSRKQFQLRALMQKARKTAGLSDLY
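Fluorescence anisotropy tracks displacement of a FITC-tagged PTAP peptide (50 nM) from the Tsg101 binding domain (10 uM), following a 20 min room-temperature incubation at pH 7.5.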
Numbers without * were called inactive; ? = inconclusive; · = no result given; [ ] = another dose, or the depositor's remark. Unless noted, calls come from the whole dose curve; as a rule, active = well fitted curve in the direction sought with a large enough effect; inconclusive = small, poorly fitted or top-dose-only effect, or another doubt; inactive = no such curve, though single readings can be large; an effect the other way counts as inactive or inconclusive. The order is random; overall some 3.8% were active at least once.

SMILES	B2AR arrestin	Integrin act MD	MLL CXXC-DNA inh	TCR act	ELG1 DNA repair	BRCA1 expr up	p53 reactivation	TRPV1 ag	AT treatment	TSG101-PTAP inh
O=C(C[n+]1ccc(CCSc2ccc(F)cc2)cc1)c1ccccc1	0.4%	-5.1%	31.5%[activator]	-0.7%	?	-0.6%	2.6%	9.2	-3.8%	2.5%
CCOc1ccc2nc(NC(=O)c3cccnc3)sc2c1	-0.7%	32.3%	11.4%	0.1%[46.1 µM]	?	108.9%	?	25.4	19.1%	0.1%
CC(C)c1noc2ncc(C(=O)c3cc(Cl)cc(Cl)c3O)cc12	-1.2%	?	-3.3%	-11.4%	-17.9%	-47.4%	4.8%	5.0	-0.1%	2.0%
Cc1ccc(CC2S/C(=C(/C#N)C(=O)N3CCOCC3)N(c3ccccc3)C2=O)cc1 (stereo unspecified)	-0.5%	10.1%	-10.1%	1.1%	7.3%	-11.3%	2.1%	1.4	-7.4%	-0.4%
Cc1nc2ccccc2n1Cc1ccc(Br)cc1	·	-46.5%	·	-9.9%	·	-34.6%	·	·	·	-4.9%
Nc1[nH]ncc1-c1ccc(Cl)cc1	-0.1%	19.6%	3.5%	-39.8%	17.5%	-28.6%	22.9%	1.3	5.9%	1.0%
COc1cc(C(=S)N2CCOCC2)ccc1OS(=O)(=O)c1ccc(NC(C)=O)cc1	-0.8%	-40.1%	-18.8%	-1.2%[46.1 µM]	11.6µM*	-28.1%	-4.8%	-1.8	6.9%	-0.9%
CN1CCC(N(C)C(=O)c2ccc(Cl)c(S(=O)(=O)Nc3cc(Cl)ccc3Cl)c2)CC1	-0.4%	0.5%	·	2.8%	8.4%	-7.7%	6.5%	0.6	-1.8%	-6.5%
COc1ccc(C2C(C#N)=C(N)Oc3cc(O)ccc32)cc1 (stereo unspecified)	·	-5.4%	·	-0.8%	·	-16.1%	·	·	·	-5.7%
COCCn1c(SC(C)C(=O)NCC2CCCO2)nc2sc3c(c2c1=O)CCC3 (stereo unspecified)	0.2%	-9.5%	·	-2.7%	?	-20.8%	-5.4%	17.3	-4.0%	0.0%
COc1ccc(Cc2nnc(NC(=O)CSc3ccc(Cl)cc3)s2)cc1OC	-1.5%	·	2.4%	-5.2%[46.1 µM]	?	·	-0.9%	0.8	-7.2%	·
COc1ccc(S(=O)(=O)N(C)c2ccc(C(=O)NC3CC3)cc2)cc1	-0.8%	4.7%	6.2%	-10.0%	3.0%	-12.4%	7.1%	-2.7	18.2%	-2.1%
Cc1ccc(C)c(NC(=S)NNC(=O)c2ccc(Br)o2)c1	-0.3%	0.7%	-4.7%	-0.8%	-2.4%	1.0%	1.1%	·	1.9%	-7.7%
Cc1cc(C)n(CC(=O)NCCC2=CCCCC2)n1	-0.3%	8.5%	-0.3%	-0.8%	7.5%	22.0%	2.4%	1.7	-0.3%	0.5%
C/C(=N\NC(=O)COc1ccc(C(C)(C)C)cc1)c1ccc(N2CCOCC2)cc1	0.0%	-16.1%	-6.5%	4.6%[46.1 µM]	0.5%	-0.1%	8.4%	27.5	-2.9%	4.1%
CC(OC(=O)CSc1ccc([N+](=O)[O-])cc1)C(=O)NCc1ccco1 (stereo unspecified)	0.0%	-19.4%	·	1.1%	6.9%	-9.1%	2.1%	1.7	6.2%	-1.1%
CC(/C=C/c1ccccc1)=N\Nc1nc(C)cc(C)n1	-1.0%	-17.3%	17.0%	1.6%	?	33.8%	?	-0.6	-8.9%	-2.9%
CC1(c2ccccc2)NC(=O)N(CC(=O)N2CCN(S(=O)(=O)c3cccc([N+](=O)[O-])c3)CC2)C1=O (stereo unspecified)	0.1%	-1.2%	·	-4.6%	6.5%	-6.6%	7.3%	-0.3	0.8%	-6.6%
CN1CCN(C(N)=NC(=O)c2ccccc2)CC1	-3.0%	21.7%	6.4%	8.4%[46.1 µM]	9.9%	-11.2%	-1.3%	7.0	1.5%	-4.6%
COc1ccc(C(=O)NCc2cnn(C)c2C)cc1OC1CCN(C(C)C)CC1	-0.6%	11.6%	3.4%	0.5%	0.8%	-6.0%	-10.1%	-6.1	4.9%	-1.7%
CCCCN(C(=O)CSc1nncn1-c1ccccc1OC)c1c(N)n(Cc2ccccc2)c(=O)[nH]c1=O	-0.1%	-4.6%	-3.6%	2.7%	12.4%	-1.3%	-2.2%	-2.5	6.1%	-4.9%
CCC(Sc1nc(=O)cc(N)n1-c1cccc(C)c1)C(=O)Nc1cc(C)on1 (stereo unspecified)	-0.3%	12.8%	-2.6%	·	-12.5%	5.6%	5.2%	4.0	0.9%	-7.0%
CC1CCC2(CC1)NC(=O)N(CC(=O)Nc1cc(S(=O)(=O)N3CCCC3)ccc1Cl)C2=O (stereo unspecified)	0.1%	-4.9%	·	1.3%	-26.9%	-15.3%	-5.5%	·	-1.3%	-6.7%
C=CCc1ccc(OCC(O)CO)c(OC)c1 (stereo unspecified)	-0.2%	14.0%	0.4%	-0.7%	?	25.0%	5.4%	-0.3	2.6%	-0.5%
CN(C)C(=O)C[n+]1cccc(/C=N/O)c1	-0.4%	13.0%	6.1%	-4.7%[46.1 µM]	0.9%	12.7%	2.1%	6.7	4.4%	-2.3%

Later entries:
SMILES	B2AR arrestin	Integrin act MD	MLL CXXC-DNA inh	TCR act	ELG1 DNA repair	BRCA1 expr up	p53 reactivation	TRPV1 ag	AT treatment	TSG101-PTAP inh
COc1cccc(OCC(=O)O/N=C(\N)c2ccc(OC)c(OC)c2)c1	0.5%	-1.7%	?	-3.7%[46.1 µM]	8.4%	1.9%	2.3%	-1.5	1.0%	-2.9%
O=C(NCC(c1ccco1)N1CCOCC1)c1ccc(C(F)(F)F)cc1 (stereo unspecified)	-0.2%	-5.8%	·	-0.5%	7.2%	13.9%	-3.6%	-1.7	-8.5%	-2.4%
CCn1nc([N+](=O)[O-])c(C(C#N)c2nc3ccccc3n2C)c(Cl)c1=O (stereo unspecified)	-0.7%	-46.7%[inhibitor]	22.7%	-3.3%[46.1 µM]	-0.1%	-36.9%	11.9%	-1.0	-4.6%	-14.0%
CC(=O)c1cccc(NC(=S)NNC(=O)c2ccc(C)c([N+](=O)[O-])c2)c1	0.5%	?	?	-2.2%	-2.6%	-21.5%	6.8%	1.6	-2.9%	-0.5%
CC(C)CN(C(=O)COC(=O)CCc1nc2ccccc2s1)c1c(N)n(Cc2ccccc2)c(=O)[nH]c1=O	0.1%	-14.4%	·	2.5%	2.9%	-17.8%	-4.5%	1.0	7.5%	1.5%
CCCCNC(=O)Nc1nnc(-c2ccc(OCC)cc2)o1	0.0%	18.6%	8.1%	-3.4%	4.5%	-4.2%	-6.5%	0.9	-4.8%	5.1%
NS(=O)(=O)c1ccc(CCNC(=O)CN2C(=O)COc3ccc(S(=O)(=O)N4CCCC4)cc32)cc1	0.4%	17.5%	3.2%	-4.8%	?	11.8%	4.4%	-4.7	-2.9%	-1.9%
Cn1nnnc1SCCNC/C=C/c1ccccc1	-0.5%	-2.9%	9.4%	·	8.9%	-18.1%	?	1.8	9.3%	·
CCCC1(C(=O)OC)NC(c2ccc(OC)c(OC)c2)C2C(=O)N(c3cccc(C(C)=O)c3)C(=O)C21 (stereo unspecified)	-1.0%	5.8%	-13.8%	7.4%	8.4%	-8.6%	·	-1.9	-3.3%	0.6%

Fetched by compound from the list above:
SMILES	B2AR arrestin	Integrin act MD	MLL CXXC-DNA inh	TCR act	ELG1 DNA repair	BRCA1 expr up	p53 reactivation	TRPV1 ag	AT treatment	TSG101-PTAP inh
CCC(Sc1nc(=O)cc(N)n1-c1cccc(C)c1)C(=O)Nc1cc(C)on1 (stereo unspecified)	-0.3%	12.8%	-2.6%	·	-12.5%	5.6%	5.2%	4.0	0.9%	-7.0%
COc1ccc(C2C(C#N)=C(N)Oc3cc(O)ccc32)cc1 (stereo unspecified)	·	-5.4%	·	-0.8%	·	-16.1%	·	·	·	-5.7%
CCCCN(C(=O)CSc1nncn1-c1ccccc1OC)c1c(N)n(Cc2ccccc2)c(=O)[nH]c1=O	-0.1%	-4.6%	-3.6%	2.7%	12.4%	-1.3%	-2.2%	-2.5	6.1%	-4.9%
Nc1[nH]ncc1-c1ccc(Cl)cc1	-0.1%	19.6%	3.5%	-39.8%	17.5%	-28.6%	22.9%	1.3	5.9%	1.0%

Screens as filed in PubChem BioAssay.
